Source: PubChem BioAssay (several laboratories)
eLon inh: inhibitors of E. coli Lon protease, primary screen, biochemical, fluorescence polarization | P0A9M0 | purified E. coli Lon protease | inhibition, % at 7.94 µM | 360,000 compounds, 0.42% hits; in the data active = inhibition above about 13%, passing the limit was not always enough;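 also: 0% = enzyme with probe and DMSO and 100% = no enzyme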
Target sequence (P0A9M0 whole entry, looked up): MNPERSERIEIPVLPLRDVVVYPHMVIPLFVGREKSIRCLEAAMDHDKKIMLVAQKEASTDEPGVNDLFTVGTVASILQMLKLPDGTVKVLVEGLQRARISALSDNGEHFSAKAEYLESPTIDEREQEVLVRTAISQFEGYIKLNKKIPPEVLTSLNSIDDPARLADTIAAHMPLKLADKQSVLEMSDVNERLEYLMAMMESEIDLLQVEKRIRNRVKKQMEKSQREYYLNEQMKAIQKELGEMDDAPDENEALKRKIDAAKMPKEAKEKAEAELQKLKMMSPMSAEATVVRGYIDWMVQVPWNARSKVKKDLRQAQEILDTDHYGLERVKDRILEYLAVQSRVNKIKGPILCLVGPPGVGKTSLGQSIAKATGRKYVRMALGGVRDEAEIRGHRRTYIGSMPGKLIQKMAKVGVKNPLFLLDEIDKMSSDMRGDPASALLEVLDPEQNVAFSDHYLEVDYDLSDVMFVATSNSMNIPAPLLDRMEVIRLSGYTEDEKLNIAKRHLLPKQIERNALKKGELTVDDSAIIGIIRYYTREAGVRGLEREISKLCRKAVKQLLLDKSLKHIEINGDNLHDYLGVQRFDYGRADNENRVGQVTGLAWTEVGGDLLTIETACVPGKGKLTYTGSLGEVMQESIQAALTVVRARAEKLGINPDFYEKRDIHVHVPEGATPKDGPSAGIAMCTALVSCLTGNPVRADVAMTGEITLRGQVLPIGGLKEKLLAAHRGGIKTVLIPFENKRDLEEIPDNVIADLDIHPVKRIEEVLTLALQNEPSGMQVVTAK
FAS-TE inh: FAS thioesterase domain inhibitors, primary screen, biochemical, fluorescence intensity, uHTS; Fatty acid synthase (Homo sapiens), P49327; inhibition, % at 15 µM; 360,000 compounds, 0.67% hits; recombinant FAS-TE, OMFH fluorogenic substrate, fluorescence endpoint;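 active = compounds whose normalised, plate-corrected inhibition of enzyme fluorescence in the single-dose primary screen is 50% or more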;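 also: 0% = DMSO with enzyme and 100% = substrate without enzyme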
MsrA act: bovine MsrA enzyme activators, primary screen, biochemical, absorbance, HTS | Methionine sulfoxide reductase A (Bos taurus) | purified bovine MsrA, absorbance read-out | activation, % at 10.6 µM | 360,000 compounds, 0.3% hits | AID 602163, 2012; in the data active = activation above about 7.5%;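 also: 0% = vehicle and 100% = reference activator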
CendR NRP1 mod: modulators of CendR peptide binding to NRP-1, primary screen, biochemical, fluorescence polarization, uHTS; FAM-RPARPAR peptide binding to NRP-1; inhibition, % at 25 µM; 360,000 compounds, 0.85% hits;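 active = inhibition or corrected inhibition above about 18%, plus a signal ratio from 0.5 to 1.5, limit read from the data, passing the limit was not always enough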; also: strong numbers were not always called active
Neddyl block: inhibitors of cullin neddylation, primary screen, biochemical, TR-FRET, uHTS, NAE and Ubc12; calls only at 25 µM; NEDD8-conjugating enzyme Ubc12 (Homo sapiens) + NEDD8-activating enzyme E1 regulatory …; AID 651699, 2012; 360,000 compounds, 0.58% hits; in the data active = inhibition above about 36%
Rin1-Abl PPI inh: inhibitors of Rin1-Abl protein binding, primary screen, biochemical, TR-FRET | Tyrosine-protein kinase ABL1 (Homo sapiens) + Ras and Rab interactor 1 (Homo sapiens), … | inhibition, % at 7.35 µM | 360,000 compounds, 0.4% hits; in the data active = inhibition above about 5%, passing the limit was not always enough
MLLE-PAM2 inh: inhibitors of PABP1 MLLE–PAM2 peptide binding, primary screen, biochemical, fluorescence polarization, FITC-PAM2, GST-MLLE. Polyadenylate-binding protein 1 (Homo sapiens), P11940. inhibition, % at 20 µM. 360,000 compounds, 0.36% hits. AID 588489, 2011; in the data active = inhibition above about 35%, passing the limit was not always enough;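 also: plate controls were DMSO wells with GST-MLLE for no effect and wells lacking GST-MLLE protein for full effect; some results filed as inactive read as strong as hits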
MT1-MMP act inh: blockers of MT1-MMP proenzyme processing, primary screen, HT1080 RFP-PRO-GFP cells, GFP/RFP fluorescence; Matrix metalloproteinase-14 (Homo sapiens), P50281; GFP/RFP ratio fluorescence, overnight; percent of plate control window, DMSO zero; GFP/RFP ratio change, % at 20 µM; 360,000 compounds, 0.061% hits; AID 651647, 2012;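 active = GFP/RFP ratio change of at least 30% with cell ATP level not reduced by more than half and red fluorescence within 50% of control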; also: strong numbers were not always called active
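Assay system – RFP-PRO-GFP reporter HT1080 cells · Compound dosing – single dose of 20 µM compound, 1% DMSO final · Incubation – overnight compound exposure at 37 °C · Measure – GFP/RFP fluorescence ratio · Benchmarks – DMSO wells and RFP-L50D-GFP cells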
SKN-1 inh: suppressors of acrylamide-induced Pgst-4::GFP reporter in worms, primary screen, SKN-1 inhibitor project, whole organism, uHTS, GFP/RFP fluorescence ratio, strain VP596. C. elegans VP596 Pgst-4::GFP/RFP ratio, 24 h. inhibition, % at 21.8 µM. 360,000 compounds, 0.49% hits;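 active = interference check ratio from 0.5 to 1.5 plus GFP to RFP signal ratio inhibition reaching or exceeding a fixed threshold, cut at about 30% in these data, passing the limit was not always enough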; also: some compounds called inactive have numbers as strong as hits
* hit, by the source's call; i = inactive; + = active, no number.

Start of the data: the first 2 records, ahead of the listing:
smiles,eLon inh,FAS-TE inh,MsrA act,CendR NRP1 mod,Neddyl block,Rin1-Abl PPI inh,MLLE-PAM2 inh,MT1-MMP act inh,SKN-1 inh
Cn1c(SCC(=O)Nc2cc(Cl)cc(Cl)c2)nnc1-c1ccc2nonc2c1,4.4,11.2,-3.9,-3.6,i,-3.4,8.1,-3.5,9.4
CC(=O)c1c(-c2ccccc2)[nH]c2ccccc12,5.5,4.1,-6.7,-11.9,i,-0.9,2.2,0.0,-3.0

The whole of this part, previewed entries included:
smiles,eLon inh,FAS-TE inh,MsrA act,CendR NRP1 mod,Neddyl block,Rin1-Abl PPI inh,MLLE-PAM2 inh,MT1-MMP act inh,SKN-1 inh
Cn1c(SCC(=O)Nc2cc(Cl)cc(Cl)c2)nnc1-c1ccc2nonc2c1,4.4,11.2,-3.9,-3.6,i,-3.4,8.1,-3.5,9.4
CC(=O)c1c(-c2ccccc2)[nH]c2ccccc12,5.5,4.1,-6.7,-11.9,i,-0.9,2.2,0.0,-3.0
CCN(CC)C(=O)c1ccc(C)c(Br)c1,-6.3,-6.8,-1.5,0.2,i,-1.8,3.2,-0.3,-4.0
Cc1c(NC(=O)c2ccc(CC(C)C)o2)c(=O)n(-c2ccccc2)n1C,-4.5,0.1,-1.9,1.9,i,-3.3,9.7,-3.3,-8.6
CS(=O)(=O)N(CC(N)=O)c1ccc(F)c(Cl)c1,5.4,-7.8,-4.5,-6.1,i,-3.0,-0.4,1.0,-5.4
O=C(Nc1ccccc1N1CCOCC1)c1cccc(F)c1,-16.3,1.5,-3.6,-4.0,i,-2.6,15.2,-0.9,-2.1
COc1ccc(NCc2nnc(SCC(=O)N3CCCc4ccccc43)n2C)cc1,-7.4,-7.9,-2.2,-1.8,i,-1.9,-5.7,3.9,3.1
Cc1n[nH]c(=O)nc1NCc1ccccc1,-1.9,-7.1,-6.0,-11.4,i,0.4,1.6,1.5,1.3
O=c1[nH]n2c(=O)c3c([nH]c2c1N=Nc1ccccc1)CCC3,-5.0,-9.8,-3.0,2.7,i,-6.3,3.9,18.6,11.2
CCCCCOc1ccc(C(=O)CCC(=O)NC(C)c2ccc(S(N)(=O)=O)cc2)cc1 (configuration not stated),-10.7,0.8,-1.4,7.8,i,1.2,-17.6,-1.0,-5.4
c1ccc(-c2ccnc3nc(-n4cccc4)nn23)cc1,-7.3,-1.6,-6.5,-17.3,i,-1.4,3.7,0.6,-26.7
Oc1cc2c(cc1O)[C@@H](c1ccccc1)CNCC2,0.6,-4.5,-1.1,-3.2,i,6.6,-2.5,0.3,-1.9
CCCn1c(-c2ccc(F)cc2)cnc1SCC(=O)O,-6.5,-3.5,-0.3,-5.3,i,-2.6,-70.8,-0.3,7.8
COc1ccccc1OCCSc1nnnn1C1CCCCC1,-6.9,-3.7,0.7,14.2,i,-1.6,10.1,1.7,6.5
Cc1nc(N2CCC(C)CC2)c(C#N)c(C)c1[N+](=O)[O-],-0.9,21.4,-1.4,-7.7,i,-1.4,-4.0,5.7,13.7
O=C(c1ccc(S(=O)(=O)N2CCCC2)cc1)N1CCN(c2cccc(Cl)c2)CC1,11.7,11.5,-1.4,2.0,i,-2.6,5.5,0.3,5.1
CCOC(=O)C1CCN(c2c(NCc3ccc(C(=O)N(C)Cc4ccccc4)cc3)c(=O)c2=O)CC1,0.9,-1.0,-2.4,-7.6,i,2.4,-5.8,1.2,0.9
CC(=O)OC1COC(n2ccc3ccccc32)C(OC(C)=O)C1OC(C)=O (configuration not stated),4.9,-5.0,2.1,-2.1,i,-0.4,2.4,9.8,18.4
c1ccc(COc2cncc(-c3cccnc3)c2)cc1,1.0,-7.9,-8.6,4.7,i,2.2,0.0,1.2,-13.5
CC(C)c1ccc(OCC(=O)Nc2ccc3oc(=O)ccc3c2)cc1,-4.6,16.3,-4.9,4.3,i,0.8,10.7,-1.9,-12.1
COc1ccc(NC(=O)CN(C)C(=O)c2c(C)nn(Cc3ccccc3)c2C)cc1,-5.3,-5.2,-0.3,-5.4,i,-0.1,-7.9,1.9,10.4
COc1ccc(C2=NN(C(=O)c3ccc(Cl)c([N+](=O)[O-])c3)C(c3ccccc3)C2)cc1 (configuration not stated),3.8,56.4*,-13.6,-5.5,i,7.1,-10.0,0.0,6.2
C[C@H](NC(=O)c1nc[nH]c1C(=O)N[C@@H](C)C(=O)OCc1ccccc1)C(=O)OCc1ccccc1,10.5,13.7,-6.1,2.7,i,2.6,-13.1,0.8,-6.1
COCCn1c(-c2ccc(Cl)cc2Cl)nc2c(c(=O)c3ccccc3n2C)c1=O,-13.9,-4.4,-1.1,-2.4,i,-5.1,0.1,-1.2,-2.9
COC(=O)c1cccn(CC(=O)c2ccc(Cl)cc2Cl)c1=O,1.3,-5.4,0.1,2.9,i,3.3,-0.4,1.8,-12.0
O=C(NCC1CCCO1)c1cc([N+](=O)[O-])ccc1N1CCC(Cc2ccccc2)CC1 (configuration not stated),-13.2,31.1,-3.8,6.7,i,0.7,-1.4,1.1,-8.2
Cc1cc(NC(=O)C2(C)CCN2C(C)C)c2ccccc2n1 (configuration not stated),3.4,-6.1,-8.6,-5.4,i,3.5,9.9,-2.2,-2.1
Cc1ccccc1N1C(=O)C(Cc2ccc(F)cc2)S/C1=C(\C#N)C(N)=O (configuration not stated),-22.4,5.8,-1.8,6.7,i,1.9,-5.6,-121.1,-9.4
COc1ccc(Cn2nnnc2C(c2ccc(N(C)C)cc2)N2CCC(C(N)=O)CC2)cc1 (configuration not stated),-9.3,-4.8,-4.4,4.1,i,-0.4,6.0,1.6,-6.2
CCC1(c2ccccc2)ON(c2c(Br)cccc2Br)C1=O (configuration not stated),-0.1,17.4,-1.6,0.7,i,2.2,-4.2,0.8,-11.4
CC1CCCC(NC(=O)CCCCCn2c(=S)[nH]c3ccsc3c2=O)C1C (configuration not stated),-2.0,2.2,-0.5,19.5,i,-2.0,14.4,3.9,13.0
CC(=O)NC1CC(C)(C)N(OC(C)=O)C(C)(C)C1,-2.3,-5.8,-0.3,6.0,i,-2.5,-3.5,3.2,25.9
OC(COc1ccccc1)CN1CCN(C(c2ccccc2)c2ccccc2)CC1 (configuration not stated),-2.3,5.4,-5.4,9.1,i,-3.4,1.5,-2.8,12.0
Cc1cccc(N(C)C(=O)CN(C)S(=O)(=O)c2ccc3c(c2)c(=O)n(C)c(=O)n3C)c1,1.8,0.5,-1.8,4.0,i,-0.7,-11.5,-3.5,24.2
CC1(C)C[C@@H]2C[C@@](C)(CN2C(=O)c2ccccc2)C1,-1.5,-2.8,-3.0,1.3,i,0.1,-5.1,2.1,-2.8
Nc1n[nH]c(=S)n1-c1ccc(Cl)cc1,4.6,-3.9,-4.4,11.3,i,0.6,-13.7,3.6,2.7
COc1ccc(NS(=O)(=O)c2ccc(NC(C)=O)cc2)cc1OC,-10.5,-3.5,2.9,-10.8,i,3.1,-2.9,3.5,1.1
CC(C(=O)NC1CCCCC1)N1C(=O)c2cccc3cccc1c23 (configuration not stated),-9.0,5.7,-2.3,-3.3,+,0.6,1.3,-2.2,20.2
N#CCC1c2ccccc2CCN1C(=O)Nc1ccc(Cl)cc1 (configuration not stated),-9.1,14.3,-4.0,-2.9,i,1.1,-7.5,8.7,10.3
O=C(Cc1cccs1)Nc1nnc(CCc2ccccc2)s1,-6.1,1.2,-1.7,5.5,i,3.2,-1.4,2.5,-11.7
CCOc1ccc(S(=O)(=O)NC(C)C(=O)NCc2ccccn2)cc1 (configuration not stated),6.0,-3.5,-12.6,4.6,i,3.8,-8.7,3.7,-0.6
Cc1sc2ncnc(NCC(C)(C)N3CCOCC3)c2c1C,-3.9,0.2,-11.5,2.8,i,-1.2,8.3,1.2,1.1
CC(C)C(NS(=O)(=O)c1c(Cl)cccc1Cl)C(=O)OCC(=O)c1c[nH]c2ccccc12 (configuration not stated),2.7,3.3,-10.2,-15.4,i,0.4,-4.3,-5.5,17.4
NNC(=O)c1cc(-c2ccc(N)cc2)nc2ccc(Br)cc12,-19.8,-1.4,-1.4,8.1,i,-5.1,-10.1,7.1,8.1
O=C1NC(c2ccccc2)N=C2Oc3ccccc3C=C12 (configuration not stated),-10.4,-7.6,-0.5,-15.9,i,0.9,-8.1,6.6,3.1
Cc1ccc(NC(=O)c2ccc(-n3cccn3)c([N+](=O)[O-])c2)cc1,3.5,12.1,-5.7,0.0,i,-3.0,-0.7,-5.7,-1.2
O=c1[nH]c2ccc(N/C(=N/S(=O)(=O)c3ccccc3)c3ccccc3)cc2[nH]1,5.8,-10.5,-3.1,21.4*,i,-2.2,2.8,0.9,4.0
On1c(-c2ccco2)nc2c1CCc1nonc1-2,-9.2,-11.7,-4.2,-8.5,i,5.7,-9.9,-0.7,4.7
CCN(CC)C(=O)Oc1ccnc2cc(Cl)ccc12,-1.1,-5.5,-5.8,-7.6,i,-1.2,5.8,4.0,14.9
CSCCC(NC(=O)COc1ccccc1)C(=O)N1CCCC(C(F)(F)F)C1 (configuration not stated),-4.8,-7.7,-1.7,6.7,i,-1.8,-3.3,-3.7,4.4
Cc1n[nH]c(C)c1CCCOc1ccccc1,-4.7,-8.4,2.3,1.8,i,0.0,11.3,0.9,6.3
COc1ccccc1CNC(=O)CCCC(=O)n1nc(C)c2ccccc21,8.4,3.5,-3.5,0.9,i,0.2,-7.4,0.6,-2.8
Cc1ccccc1-c1nnc(SCC(=O)NCc2ccc3c(c2)OCO3)n1C,-0.9,-4.9,-1.0,38.3*,i,0.3,5.9,1.5,-15.5
CCCCOc1ccc(C(=O)N/C(=C\c2ccc(OC)cc2)C(=O)OCc2ccco2)cc1,4.3,17.0,-2.6,-9.2,i,1.2,1.7,-0.9,3.8
O=C(CC1C(=O)NCCN1Cc1ccc(F)cc1)NC1CCCCCCC1 (configuration not stated),0.2,-4.1,-2.2,-1.8,i,-0.7,-7.8,-3.6,17.2
O=S1(=O)CCN(Cc2ccc(F)cc2)CC1,9.6,-0.8,-1.8,6.2,i,0.4,-3.4,-4.4,7.6
CCc1nnc(NC(=O)CCC(=O)N2CCN(c3cccc(Cl)c3)CC2)s1,-2.2,-5.8,-1.4,-4.4,i,1.2,-13.5,0.4,-6.3
COc1ccc(NC(=O)CSc2nc(O)c(Cc3ccccc3)c(=O)[nH]2)cc1,-8.8,-6.6,-3.7,-8.9,i,-0.7,39.6*,-2.7,1.8
O=C1/C(=N\O)Cc2ccccc21,-4.9,-7.3,-3.1,11.0,i,0.8,1.0,-6.3,2.8
Cc1ccc(C(=O)NNC(=O)COC(=O)COc2ccccc2C#N)cc1,-6.1,-9.7,-2.0,3.7,i,2.6,-11.5,-4.5,18.0
